# Glyco luc inh – N-linked glycosylation inhibition; reporter increase, % at 12.5 µM; AID 588692; 0.23% of 360,000 active; D54 ERlucT glycosylation luciferase reporter, 24 h; percent of 100 nM tunicamycin response;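 active = mean luciferase reporter signal, scaled so untreated is 0 and the glycosylation-blocking control 100, at or above a set limit in every replicate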;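 also: luciferase carries N-glycosylation sites so blocking glycosylation raises the light; 0% = median of neutral control wells and 100% = median of 100 nM tunicamycin wells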
# ABHD5-PLIN5 inh – inhibitors of human ABHD5-perilipin-5 interaction | Split G. princeps luciferase complementation, luminescence, 4 h | 0.78% of 360,000 active | inhibition, % at 4 µM | Q00G26+Q8WTS1;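 active = inhibition above the mean inhibition across every tested compound plus 3 SD, cut at about 22% in these data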;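 also: 0% = DMSO only wells and the 100% control is not disclosed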
# ABCB6 inh 2 – inhibitors of human ABC transporter ABCB6. Q9NP58. K562-ABCB6 porphyrin accumulation, flow cytometry, 1 h; hits give low values. fluorescence ratio to DMSO, % at 10 µM. 0.19% of 360,000 active;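 active = fluorescence ratio to DMSO below 75%, the collection mean minus 3 SD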;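 also: signal is porphyrin accumulated inside mitochondria; 100% equals median channel fluorescence of DMSO control wells; lower ratio means ABCB6 inhibition with less porphyrin fluorescence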
# NOD2-RIPK2 inh – NOD2-RIPK2 protein interaction inhibition; inhibition, % at 4.98 µM; AID 624267; 0.38% of 360,000 active; CHO BLA complementation NOD2-RIPK2, CCF4 ratio; O43353; in the data active = inhibition above about 21%;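 also: 0% = vehicle only and 100% = reference blocker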
# Cardio protect – myocardial damage modulation in H9c2 cells; protection from H2O2 cell death, % at 20 µM; 0.63% of 360,000 active; H9c2 cardiomyocytes, H2O2 injury protection, ATPLite, 2 h;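 active = compounds giving at least 50% protection of heart cells from peroxide-induced death in the single-dose screen, raw or plate-pattern-corrected value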;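 also: 0% = DMSO wells with peroxide and 100% = DMSO wells without peroxide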
# SRC2 inh – human SRC2 (NCOA2) inhibition. Q15596. HEK293 GAL4-SRC2 luciferase reporter, luminescence. inhibition, % at 9 µM. 0.17% of 370,000 active. AID 651957;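 active = inhibition above the mean inhibition of all tested compounds plus 3 SD, set per campaign, cut at about 52% in these data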;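 also: 0% = DMSO treated cells and 100% = cells given Gossypol at 36 µM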
# Target sequence (Q15596 whole entry, looked up, the tested form may be a part): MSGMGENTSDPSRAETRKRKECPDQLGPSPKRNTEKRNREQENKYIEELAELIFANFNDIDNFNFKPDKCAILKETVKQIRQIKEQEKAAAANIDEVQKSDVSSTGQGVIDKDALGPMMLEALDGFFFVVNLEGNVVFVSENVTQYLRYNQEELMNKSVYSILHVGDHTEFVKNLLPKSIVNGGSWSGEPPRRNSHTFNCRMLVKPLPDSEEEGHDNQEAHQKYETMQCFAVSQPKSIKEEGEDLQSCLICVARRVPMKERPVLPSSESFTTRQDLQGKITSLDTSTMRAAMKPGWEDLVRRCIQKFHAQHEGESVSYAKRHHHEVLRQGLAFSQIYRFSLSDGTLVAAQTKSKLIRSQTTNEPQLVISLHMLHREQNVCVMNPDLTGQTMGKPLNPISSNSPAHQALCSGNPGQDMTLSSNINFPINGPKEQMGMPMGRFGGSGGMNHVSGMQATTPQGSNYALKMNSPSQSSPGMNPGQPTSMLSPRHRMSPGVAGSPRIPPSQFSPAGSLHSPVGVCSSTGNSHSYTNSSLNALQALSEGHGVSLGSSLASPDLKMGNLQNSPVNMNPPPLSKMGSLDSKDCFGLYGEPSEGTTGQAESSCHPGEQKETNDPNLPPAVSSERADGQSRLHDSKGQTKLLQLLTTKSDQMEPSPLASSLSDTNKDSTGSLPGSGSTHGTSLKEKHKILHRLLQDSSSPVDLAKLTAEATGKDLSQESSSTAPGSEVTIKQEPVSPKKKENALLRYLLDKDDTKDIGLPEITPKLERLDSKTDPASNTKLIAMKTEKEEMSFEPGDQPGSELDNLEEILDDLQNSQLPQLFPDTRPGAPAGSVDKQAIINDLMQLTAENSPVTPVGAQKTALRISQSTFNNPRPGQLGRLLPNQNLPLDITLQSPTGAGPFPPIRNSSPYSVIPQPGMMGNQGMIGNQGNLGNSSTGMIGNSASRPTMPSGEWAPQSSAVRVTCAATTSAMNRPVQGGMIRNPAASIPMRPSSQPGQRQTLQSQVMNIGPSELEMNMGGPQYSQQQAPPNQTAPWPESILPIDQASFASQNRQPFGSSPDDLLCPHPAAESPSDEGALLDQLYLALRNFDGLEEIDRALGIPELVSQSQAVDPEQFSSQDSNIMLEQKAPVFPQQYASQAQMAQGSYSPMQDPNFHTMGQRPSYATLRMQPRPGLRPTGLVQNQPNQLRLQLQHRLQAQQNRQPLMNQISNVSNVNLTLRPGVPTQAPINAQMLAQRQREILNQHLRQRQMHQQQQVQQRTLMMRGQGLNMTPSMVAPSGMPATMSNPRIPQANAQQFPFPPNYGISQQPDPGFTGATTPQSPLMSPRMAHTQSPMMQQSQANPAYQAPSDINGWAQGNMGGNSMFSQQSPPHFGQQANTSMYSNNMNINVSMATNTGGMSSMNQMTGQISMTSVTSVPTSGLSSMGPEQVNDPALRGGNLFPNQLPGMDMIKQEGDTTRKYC
# MC4R barr agon – human MC4R agonism via beta-arrestin; activation, % at 8.9 µM; P32245; AID 540308; U2OS MC4R beta-arrestin complementation, luminescence; percent of melanotan II response, DMSO zero; 0.98% of 360,000 active;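 active = activation above a per-plate cutoff, the mean activation of sample wells on that plate plus 3 SD, cut at about 8% in these data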
# m5-HT2A agonist – mouse HTR2A agonism via beta-arrestin recruitment; P35363; CHO-K1 mHTR2A beta-arrestin complementation, luminescence; percent of 30 µM serotonin response; activation, % at 7.6 µM; 0.66% of 360,000 active;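 active = activation above a run cutoff, the mean activation of all tested compounds plus 3 SD, cut at about 14% in these data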;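 also: 0% = plate median of compound wells and 100% = 30 µM serotonin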
# MC4R antag cAMP – human MC4R antagonism in cAMP assay | 0.48% of 360,000 active | P32245 | MC4R-expressing cells, MTII-stimulated cAMP, LANCE TR-FRET | AID 540295 | inhibition, % at 6.5 µM;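 active = inhibition above its plate's cutoff, the mean of tested wells on that plate plus 3 SD, cut at about 29% in these data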;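 also: 0% = Melanotan II alone and 100% = Melanotan II plus saturating MCL0020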
#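 material = U2OS cells stably expressing human melanocortin 4 receptor (MC4R) | also added = Melanotan II challenge | dosing = single nominal compound dose of 6.5 µM | detection = TR-FRET with Eu-cAMP and labeled anti-cAMP, 671 nm | replication = singlicate | timing = compound 30 min, challenge 1 h, detection 1 h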
# TLR9-MyD88 block – TLR9-MyD88 interaction inhibition. Q9NR96+Q99836. CHO BLA complementation TLR9-MyD88, CCF4 FRET ratio. inhibition, % at 4.98 µM. 0.21% of 340,000 active. AID 504734;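 active = inhibition above the mean over all tested compounds plus 3 SD, cut at about 21% in these data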;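 also: 0% = DMSO only wells and 100% = clavulanate BLA inhibitor control wells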
# * = called active by the depositor; x = not tested or not shown. These rows are one share of the data; count on the stated rates, not on these rows.
molecule	Glyco luc inh	ABHD5-PLIN5 inh	ABCB6 inh 2	NOD2-RIPK2 inh	Cardio protect	SRC2 inh	MC4R barr agon	m5-HT2A agonist	MC4R antag cAMP	TLR9-MyD88 block
Cc1ccc2nc(/C(C#N)=C/c3cn[nH]c3-c3ccc(F)cc3)[nH]c2c1	32*	1	103	-5	24	-19	0.8	5	5	-2
Cc1nc(CN2CCCCC2)c(O)c(=O)[nH]1	1	-1	93	-10	10	0	-1.1	3	6	2
Cc1ccc(S(=O)(=O)N2CCCCC2)cc1NC(=O)CNCc1ccco1	-2	2	101	-6	6	17	-0.4	13	5	8
Cc1cc(C)nc(NS(=O)(=O)c2cccs2)c1	6	-2	69*	-15	4	8	-1.4	-1	0	6
N#CCC(=O)Nc1ccc(C(=O)NNC(=S)NC2CC2)cc1	-4	9	99	-5	7	-34	3.6	3	4	-3
CN(C)c1ccc(/C=N\Nc2nc(-c3ccccc3)cc(=O)[nH]2)cc1	0	-4	94	7	-11	-2	27*	-5	-1	0
CCOc1cc(C=O)ccc1OS(=O)(=O)c1ccc(NC(C)=O)cc1	2	-4	96	0	-12	-4	-1.8	0	14	4
O=C(CNc1n[nH]c(=O)[nH]c1=O)N/N=C/C=C/c1ccccc1	2	-1	99	1	1	24	0.4	4	-5	6
CC(OC(=O)C1CC1C)C(=O)Nc1ncc(Cl)cc1Cl (centres undefined)	3	6	96	7	-4	-32	1.0	-5	-1	-1
CCCN1C(=O)/C(=C/c2ccc(N3CCOCC3)cc2)NC1=S	2	0	101	19	6	-17	-3.6	-4	-4	18
NNC(=O)c1ccc(Cn2cc(Cl)cn2)cc1	2	0	98	12	7	-21	-2.5	-4	10	1
CS(=O)(=O)c1ccc2nc(NC(=O)c3ccc(Cl)nc3)sc2c1	1	-2	99	-5	2	-46	0.8	0	4	8
COC(=O)C1=NN(c2ccccc2)C2(S1)S/C(=C\c1ccccc1)C(=O)N2c1ccccc1 (centres undefined)	-2	-10	101	-5	-5	-3	-3.2	-2	-1	1
CC(NC(=O)COC(=O)/C=C/c1cccc(C(F)(F)F)c1)c1ccccc1 (centres undefined)	0	-1	98	-12	-3	7	4.9	1	13	-7
COc1ccc(CCC(=O)Nc2nnc(C(F)(F)F)s2)cc1	2	-1	101	-18	-2	-27	-2.9	7	-6	-2
CC1Cc2nc(SCC(=O)NCc3ccco3)n(-c3ccccc3)c(=O)c2S1 (centres undefined)	1	3	97	-22	4	9	0.0	1	11	8
O=C(/C=C/c1cccc(C(F)(F)F)c1)OCC(=O)N1CCN(c2ccccc2)CC1	1	-38	103	6	-5	4	3.9	4	9	-9
CCOC(=O)c1ccc(NC(=O)C2CCCN(S(=O)(=O)c3cnc[nH]3)C2)cc1 (centres undefined)	1	8	101	-10	-2	-37	0.5	5	-1	1
COc1ccc(S(=O)(=O)N2CCOCC2)cc1NC(=O)c1ccc(-n2nc(C)cc2C)cc1	-2	2	97	-11	12	9	-2.2	2	12	12
CCC(C)NC(=O)CC(c1ccc(OC)cc1)n1cccc1 (centres undefined)	0	-1	x	13	2	3	-1.8	1	8	-4
CCOC(=O)c1c(S(=O)(=O)NCC(=O)N2CCN(c3cccc(OC)c3)CC2)c(C)n(C)c1C	0	5	100	-5	-10	4	-4.0	-2	-3	7
Cc1ccc([C@H]2C(C(=O)O)=CC[C@@H](c3cccc(Cl)c3)N2S(=O)(=O)c2ccc(C)cc2)cc1	1	-12	100	-7	6	-9	-0.5	1	8	3
COc1ccc(C(=O)NCC(=O)N=Nc2c(O)n(Cc3ccccc3)c3ccccc23)cc1OC	2	5	103	-9	6	-69	-0.2	2	14	-5
O=C(NNc1cccc(Cl)n1)Nc1cccc(Cl)c1	-1	-12	93	5	0	10	-1.4	-7	0	0
Cc1ccc2cc(NC(=O)c3ccccc3)ccc2n1	-14	1	94	-11	-13	-31	-1.0	0	-2	-3
Cn1c(=O)oc2cc(S(=O)(=O)CCC(=O)N3CCN(c4ccccc4F)CC3)ccc21	2	14	109	-19	0	-5	1.2	-1	-6	-6
Cc1ccccc1N1C(S)=C(C#N)C(=O)NC12CCCCC2	0	-1	99	5	-3	-3	-2.3	1	-7	-4
Cc1cccc(-n2c(Cc3cc(=O)[nH]c(=O)[nH]3)nnc2SCC(=O)N2CCc3ccccc32)c1	0	1	104	-9	5	13	-0.4	2	0	-9
Cc1ccc(C(=O)NN2C(=O)C3C4C=CC(C5CC45)C3C2=O)cc1 (centres undefined)	0	0	101	2	-1	-24	-0.7	1	11	8
O=C(CNC(=O)/C(=C\c1ccc(Br)cc1)NC(=O)c1ccccc1)OCc1ccccc1	-3	-2	99	5	8	3	-2.9	2	40*	5

# Reformatted: 5 of the compounds above.
# Below each compound: Glyco luc inh, ABHD5-PLIN5 inh, ABCB6 inh 2, NOD2-RIPK2 inh, Cardio protect, SRC2 inh, MC4R barr agon, m5-HT2A agonist, MC4R antag cAMP, TLR9-MyD88 block
> Cc1cc(C)nc(NS(=O)(=O)c2cccs2)c1
 : 6, -2, 69*, -15, 4, 8, -1.4, -1, 0, 6
> Cc1ccc2cc(NC(=O)c3ccccc3)ccc2n1
 : -14, 1, 94, -11, -13, -31, -1.0, 0, -2, -3
> CCC(C)NC(=O)CC(c1ccc(OC)cc1)n1cccc1 (centres undefined)
 : 0, -1, x, 13, 2, 3, -1.8, 1, 8, -4
> CC(NC(=O)COC(=O)/C=C/c1cccc(C(F)(F)F)c1)c1ccccc1 (centres undefined)
 : 0, -1, 98, -12, -3, 7, 4.9, 1, 13, -7
> CS(=O)(=O)c1ccc2nc(NC(=O)c3ccc(Cl)nc3)sc2c1
 : 1, -2, 99, -5, 2, -46, 0.8, 0, 4, 8

# Record cards (already shown). Order of values: Glyco luc inh	ABHD5-PLIN5 inh	ABCB6 inh 2	NOD2-RIPK2 inh	Cardio protect	SRC2 inh	MC4R barr agon	m5-HT2A agonist	MC4R antag cAMP	TLR9-MyD88 block
# COC(=O)C1=NN(c2ccccc2)C2(S1)S/C(=C\c1ccccc1)C(=O)N2c1ccccc1 (centres undefined) is listed with -2	-10	101	-5	-5	-3	-3.2	-2	-1	1
# CCOc1cc(C=O)ccc1OS(=O)(=O)c1ccc(NC(C)=O)cc1 is listed with 2	-4	96	0	-12	-4	-1.8	0	14	4

# The listing picks up, starting three compounds before the break.
molecule	Glyco luc inh	ABHD5-PLIN5 inh	ABCB6 inh 2	NOD2-RIPK2 inh	Cardio protect	SRC2 inh	MC4R barr agon	m5-HT2A agonist	MC4R antag cAMP	TLR9-MyD88 block
Cc1cccc(-n2c(Cc3cc(=O)[nH]c(=O)[nH]3)nnc2SCC(=O)N2CCc3ccccc32)c1	0	1	104	-9	5	13	-0.4	2	0	-9
Cc1ccc(C(=O)NN2C(=O)C3C4C=CC(C5CC45)C3C2=O)cc1 (centres undefined)	0	0	101	2	-1	-24	-0.7	1	11	8
O=C(CNC(=O)/C(=C\c1ccc(Br)cc1)NC(=O)c1ccccc1)OCc1ccccc1	-3	-2	99	5	8	3	-2.9	2	40*	5
COC(=O)c1ccccc1NC(=O)c1cnn2c(C)cc(C)nc12	1	0	104	-2	1	6	-0.1	4	-2	5
Cc1cc(C)cc(NC(=O)COC(=O)COc2cccc3c2OC(C)(C)C3)c1	3	8	99	-8	-2	-12	0.3	3	3	-3
COCCn1cnc2c1c(=O)n(CC(=O)OCC(=O)NCC(F)(F)F)c(=O)n2Cc1ccccc1	0	8	98	-1	16	-10	3.0	1	-1	8
CC(=O)COc1ccc2c(C)c(-c3ccccc3)c(=O)oc2c1	-4	5	94	2	-5	-47	0.5	-1	4	-6
O=C(NC(Cc1ccccc1)C(=O)NC(Cc1ccccc1)C(=O)O)c1ccccc1 (centres undefined)	1	8	100	-1	-5	-29	-1.9	2	-9	1
Nc1ncnc2c1ncn2[C@@H]1O[C@H](CO)[C@@H](O)[C@H]1O	1	4	89	-15	8	-2	-1.4	28*	4	-1
CCOc1ccc(C(C)NC(=O)c2cccc(F)c2)cc1 (centres undefined)	1	2	98	0	-10	8	-0.8	2	0	3
C=CCn1cn[nH]c1=S	3	-5	100	6	5	8	-2.5	2	10	-5
COC(=O)Nc1nnc(Cc2ccc(Cl)cc2)s1	1	-7	97	-4	0	-7	-1.7	-1	-2	-5
CCOc1ccc(N2C(=O)C3ON(c4ccccc4)C(c4ccco4)C3C2=O)cc1 (centres undefined)	1	4	101	-10	2	-17	5.0	11	-3	-7
C=CCNC(=O)c1ccccc1NC(=O)C1CC(=O)N(C(C)C)C1 (centres undefined)	2	3	101	2	-8	14	-0.9	-1	5	-2
Cn1ncc(Cl)c1C(=O)N/N=C/c1cc2c(cc1[N+](=O)[O-])OCO2	1	4	101	-10	21	3	0.5	2	-2	7
COc1cc(NC(=O)CCc2nnc3ccc(NCc4ccco4)nn23)cc(OC)c1	6	3	97	-10	2	-13	-0.3	4	4	2
COc1ccc(-c2csc(C(O)c3ccccc3)n2)cn1 (centres undefined)	-1	-5	99	-3	-6	x	-1.7	-8	-9	x
O=C1CC(NCc2ccccc2F)C(=O)N1c1ccccc1 (centres undefined)	1	2	95	2	-6	-7	0.3	2	2	-5
COc1cc2cc(C(=O)N/N=C/c3ccc(F)cc3)[nH]c2cc1OC	-1	-4	97	4	8	-13	-2.1	0	0	-13
O=C(CNS(=O)(=O)c1ccc(Br)s1)N1CCC(N2CCCCC2)CC1	1	-2	100	8	16	-12	1.7	3	14	-1
Cc1cc(C(=O)CSc2nnc(-c3ccc(Cl)cc3)n2C)c(C)n1CC1CCCO1 (centres undefined)	3	-4	101	-1	-6	-13	0.2	0	0	-3
C=CCSc1nc2c(sc3nc(C)cc(C)c32)c(=O)[nH]1	2	0	106	2	-2	-31	-1.1	3	2	9
O=C(O)c1cc([N+](=O)[O-])ccc1NCc1ccccn1	-1	-7	97	-6	5	-1	-2.1	0	5	2
CC(NS(=O)(=O)c1ccc(Br)cc1)C(c1cccs1)N1CCOCC1 (centres undefined)	-2	-8	98	16	-3	16	1.8	-6	14	-5
CC(C(=O)Nc1ccccn1)N1C(=O)c2ccccc2S1(=O)=O (centres undefined)	-1	0	98	5	2	-29	-0.3	4	18	5
c1ccc(Cn2nnnc2C(c2ccncc2)N2CCOCC2)cc1 (centres undefined)	1	-4	98	-6	-1	-4	3.7	5	12	2
CN(C)S(=O)(=O)c1cccc(NC(=O)COc2cccc(C#N)c2)c1	0	-8	96	-5	5	22	-1.7	-5	1	-9
C[n+]1c(-c2ccccc2)cc2c(=Cc3ccccc3)c3ccccc3n21	14	21	186	-8	-15	2	2.2	0	-17	-11

# Source: PubChem (several laboratories)
